Pf gametocyte = kills late stage P. falciparum gametocytes | P. falciparum stage V gametocytes, ATP luminescence, 24 h | inhibition, % at 10.9 µM | 150,000 compounds, 0.065% hits;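 active = inhibition above the mean plus 3 SD of compounds within the control limits, set per campaign, cut at about 38% in these data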;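 also: 0% = DMSO wells and 100% = medium only without gametocytes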
Mcl1-Noxa inh = disrupts binding of human Mcl-1 to Noxa peptide; Q07820; TR-FRET Mcl-1/Noxa peptide binding, 2 h; inhibition, % at 21.7 µM; 220,000 compounds, 1.5% hits; AID 1022;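 active = compounds that cut the protein-peptide binding signal by more than 50% relative to plate controls in a single-dose test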;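 also: His-tagged Mcl-1 with rhodamine Noxa BH3 peptide and terbium anti-His antibody; 0% = Mcl-1 plus Noxa peptide wells and 100% = peptide-only wells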
Rab7 wt GTP bind = modulators of GTP binding to dog Rab7 wildtype GTPase; 190,000 compounds, 0.055% hits; GTP binding activity (percent of control), % at 10 µM; GST-Rab7 beads, fluorescent GTP binding, flow cytometry; actives lie on both sides; untreated = 100%, excess cold GTP = 0%;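 active = fluorescent GTP binding to Rab7 beads changed by at least 20 points from the 100% baseline, either direction, mostly lower; inconclusive = compound itself probably fluorescent, or too few beads counted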;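 also: median green fluorescence of bound Bodipy-FL-GTP per Rab7 bead population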
RGS8-Gao reg = regulators of human RGS8-Galphao interaction | P09471 | multiplexed bead flow cytometry, RGS8-Galphao binding; actives lie on both sides | response (percent of control binding), % at 10 µM | 220,000 compounds, 0.34% hits; in the data active = response below about 60% or above about 140%; inactive = in between;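 also: Galphao activated as the GDP aluminium fluoride complex binding bead-coupled RGS8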
Target sequence (P09471 whole entry, looked up): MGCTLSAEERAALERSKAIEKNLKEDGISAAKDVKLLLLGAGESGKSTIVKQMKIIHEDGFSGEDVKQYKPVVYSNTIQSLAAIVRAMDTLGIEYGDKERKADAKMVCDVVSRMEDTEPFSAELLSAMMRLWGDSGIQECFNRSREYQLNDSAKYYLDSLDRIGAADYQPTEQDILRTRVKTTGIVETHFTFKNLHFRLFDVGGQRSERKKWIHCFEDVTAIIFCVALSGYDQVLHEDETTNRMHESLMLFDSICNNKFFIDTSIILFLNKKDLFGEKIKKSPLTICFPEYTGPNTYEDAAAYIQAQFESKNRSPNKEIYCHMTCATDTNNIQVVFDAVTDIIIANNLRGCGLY
Rac1 wt modul = modulators of human Rac1 wildtype GTP binding | P63000 | GST-Rac1 beads, fluorescent GTP binding, flow cytometry; actives lie on both sides; 0 = cold GTP competed, 100 = untreated | GTP binding activity (% of control), % at 10 µM | 190,000 compounds, 0.27% hits;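 active = GTP binding activity at least 20 points away from the 100% control level, either lower or higher; inconclusive = compound flagged as likely green fluorescent, judged across all proteins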
Bim-Mcl-1 = human Bim-Mcl-1 interaction inhibition; AID 1009; inhibition, % at 10 µM; 190,000 compounds, 0.1% hits; Bead-based flow cytometry, Bim peptide-Mcl-1 binding; in the data active = inhibition above about 40%;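 also: 0% = no compound tracer wells and 100% = peptide blocker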
Rab2 wt GTP = changes GTP binding to wildtype dog Rab2A, up or down; P61105; GST-Rab2 wt beads, Bodipy-GTP binding, flow cytometry; GTP binding activity, % at 10 µM; 190,000 compounds, 0.19% hits;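 active = GTP binding activity at least 20 points away from 100%, either lowered or raised; inconclusive = signal likely due to the compound's own green fluorescence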;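 also: 0% = beads with excess unlabeled GTP and 100% = no-compound control corrected for plate trend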
Mcl1-Bid inh = Mcl-1/Bid interaction inhibition; AID 1021; Q07820; TR-FRET Mcl-1/Bid-Dy647 peptide binding, 1536-well; 220,000 compounds, 0.97% hits; inhibition, % at 21.7 µM;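 active = compounds that cut the binding signal by more than half at the single screening dose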;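 also: His-tagged Mcl-1 with europium anti-His antibody binding Bid BH3 peptide; 0% = Mcl-1 plus peptide wells and 100% = peptide-only wells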
Cdc42 wt = human Cdc42 wildtype GTP binding change, either direction. P60953. GST-Cdc42 beads, Bodipy-GTP binding, flow cytometry; actives lie on both sides. percent activity (GTP binding), % at 10 µM. 190,000 compounds, 0.2% hits. AID 761;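 active = percent activity GTP binding at least 20 points away from the 100% baseline, either down as inhibitor or up as activator; inconclusive = compound flagged as likely green fluorescent from well-wide comparison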;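 also: median bead fluorescence of bound Bodipy-FL-GTP at 100 nM; 0% = excess unlabeled GTP control and 100% = no compound control; below 100% means less GTP binding so inhibitor and above means activator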
Target sequence (P60953 whole entry, looked up): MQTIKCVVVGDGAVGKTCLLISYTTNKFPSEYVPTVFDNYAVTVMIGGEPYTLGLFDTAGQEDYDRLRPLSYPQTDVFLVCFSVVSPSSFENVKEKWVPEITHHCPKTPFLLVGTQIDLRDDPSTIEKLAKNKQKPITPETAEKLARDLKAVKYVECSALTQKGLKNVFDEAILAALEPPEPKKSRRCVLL
Rac1 mut GTP = human Rac1 activated mutant GTP binding change. percent activity (GTP binding), % at 10 µM. 190,000 compounds, 0.11% hits. GST-Rac1 activated beads, fluorescent GTP binding, flow cytometry; actives lie on both sides; 100% means binding = to untreated wells. P63000;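 active = GTP binding at least 20 percentage points away from the 100% baseline, in either direction, so actives lie on both sides; inconclusive = Compound likely fluorescent itself, or too few beads counted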
HRas wt GTP bind = modulators of GTP binding to human HRas wildtype; P01112; GST-Ras wt beads, Bodipy-FL-GTP binding, flow cytometry; actives lie on both sides; GTP binding activity, % at 10 µM; 190,000 compounds, 0.14% hits; AID 759;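 active = GTP binding activity at least 20% away from the 100% baseline, either lowered as inhibitor or raised as activator; inconclusive = flagged as likely green fluorescent, judged across all proteins in the well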;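 also: 0% = unlabeled GTP competition control and 100% = no-compound control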
Target sequence (P01112 whole entry, looked up): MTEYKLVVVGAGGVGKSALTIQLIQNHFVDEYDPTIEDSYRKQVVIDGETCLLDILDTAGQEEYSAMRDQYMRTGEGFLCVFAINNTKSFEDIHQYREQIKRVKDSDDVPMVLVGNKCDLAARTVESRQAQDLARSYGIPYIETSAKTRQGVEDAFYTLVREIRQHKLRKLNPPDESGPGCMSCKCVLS
Active calls of the source: *; ? = inconclusive; / = not tested or not shown.

1) COc1ccc(/C(O)=C/c2nc3ccc(C(=O)NCCc4cccc(C)c4)cc3[nH]c2=O)cc1OC
2) Cc1cccc(C)c1NC(=O)C(c1cccc([N+](=O)[O-])c1)N(C)C(=O)c1ccccn1 (stereo not given)
3) COc1ccc(C(=O)Nc2nc(C)c3cc4c(cc3n2)OCO4)cc1
4) COC(=O)c1cc(C)sc1NC(=S)N1CCN(CCc2ccccc2)CC1
5) O=C(NC1CCCCC1)C1CCN(c2nnnn2-c2ccccc2)CC1
6) Cc1nn(CC#N)c(=O)n1-c1ccc(Cl)cc1

Assay by compound	1	2	3	4	5	6
Pf gametocyte	1	/	-12	-33	-13	1
Mcl1-Noxa inh	2	-17	5	2	9	10
Rab7 wt GTP bind	106	97	102	104	96	103
RGS8-Gao reg	101	99	123	93	105	100
Rac1 wt modul	101	99	102	90	96	100
Bim-Mcl-1	-16	2	0	0	-2	0
Rab2 wt GTP	105	99	99	92	95	98
Mcl1-Bid inh	-49	6	-11	-28	-8	-18
Cdc42 wt	102	105	100	89	96	100
Rac1 mut GTP	104	100	99	83	96	97
HRas wt GTP bind	103	99	100	90	96	99

7) CCOC(=O)C1CCCN(C2CC(=O)N(c3cccc(C(F)(F)F)c3)C2=O)C1 (stereo not given)
8) Cc1ccc(S(=O)(=O)N2CCN(S(=O)(=O)N3CCCCCC3)CC2)cc1
9) Cc1ccc(Cl)cc1N1CCN(C(=O)Cc2csc(Nc3nc(=S)[nH]c4ccccc34)n2)CC1
10) Clc1ccccc1-c1nn2c(Cn3cnc4ccccc43)nnc2s1
11) O=C(Nc1ccc(Cl)cc1)N1CCC(c2nc(-c3cccs3)no2)CC1
12) CCN(CC)c1ccc(/C=C(\C#N)C(=O)c2ccc(Br)cc2)cc1

Assay by compound	7	8	9	10	11	12
Pf gametocyte	13	11	-5	-2	/	/
Mcl1-Noxa inh	24	12	-23	-4	3	-15
Rab7 wt GTP bind	98	99	98	99	98	?
RGS8-Gao reg	95	100	103	96	103	103
Rac1 wt modul	101	91	86	100	99	?
Bim-Mcl-1	-5	-5	-1	-2	0	/
Rab2 wt GTP	100	97	85	98	98	?
Mcl1-Bid inh	16	-15	-47	9	21	-11
Cdc42 wt	100	91	89	100	98	?
Rac1 mut GTP	99	91	93	98	96	?
HRas wt GTP bind	100	93	87	99	97	?

13) Cc1cc(C(=O)CC#N)c(C)n1CC(F)(F)F
14) O=C(NCc1ccco1)c1c(F)c(F)c(F)c(C(=O)NCc2ccco2)c1F
15) CC1CN(C(=O)N2c3ccccc3Sc3ccccc32)CC(C)O1 (stereo not given)
16) CCOC(=O)c1cc2c(nc1C)-c1cc(Cl)cc(Cl)c1OC2O (stereo not given)
17) CCCNc1nc2c(c(=O)[nH]c(=O)n2C)n1Cc1ccc(F)cc1
18) CC1(C(=O)O)Cc2ccccc2C(=O)O1 (stereo not given)

Assay by compound	13	14	15	16	17	18
Pf gametocyte	-7	-10	16	0	/	/
Mcl1-Noxa inh	-14	7	22	-3	5	1
Rab7 wt GTP bind	96	100	104	106	102	104
RGS8-Gao reg	102	98	106	97	99	81
Rac1 wt modul	97	92	105	99	104	106
Bim-Mcl-1	-3	-7	-5	-2	-1	-3
Rab2 wt GTP	97	96	99	99	103	106
Mcl1-Bid inh	-49	-23	-3	1	-40	-24
Cdc42 wt	96	92	102	95	103	104
Rac1 mut GTP	98	94	99	96	100	100
HRas wt GTP bind	96	95	103	101	105	102

Three structures from above, ordered by length of the SMILES, lowest first:
15) CC1CN(C(=O)N2c3ccccc3Sc3ccccc32)CC(C)O1 (stereo not given)
16) CCOC(=O)c1cc2c(nc1C)-c1cc(Cl)cc(Cl)c1OC2O (stereo not given)
14) O=C(NCc1ccco1)c1c(F)c(F)c(F)c(C(=O)NCc2ccco2)c1F

Assay by compound	15	16	14
Pf gametocyte	16	0	-10
Mcl1-Noxa inh	22	-3	7
Rab7 wt GTP bind	104	106	100
RGS8-Gao reg	106	97	98
Rac1 wt modul	105	99	92
Bim-Mcl-1	-5	-2	-7
Rab2 wt GTP	99	99	96
Mcl1-Bid inh	-3	1	-23
Cdc42 wt	102	95	92
Rac1 mut GTP	99	96	94
HRas wt GTP bind	103	101	95

Continued.
19) C=C(C)CN(CC)C(=O)CSc1nc(O)cc(=O)n1C1CCCC1
20) O=C1CC(c2ccc(F)cc2)Cc2nc(NCC3CCCO3)ncc21 (stereo not given)
21) CCn1cc(C2=NOC(C(=O)Nc3c(C)nn(Cc4ccc(F)cc4)c3C)C2)c(C)n1 (stereo not given)
22) O=C(NC(=S)Nc1ccc(N2CCCCC2)cc1)c1cccs1
23) Cc1nnc(NC(=O)c2ccc3c(c2)C(=O)N(CC2CCCO2)C3=O)s1 (stereo not given)
24) O=C(c1ccc(F)cc1)C1CCN(C(=O)N2CCOCC2)CC1

Assay by compound	19	20	21	22	23	24
Pf gametocyte	-65	2	/	-2	-22	-14
Mcl1-Noxa inh	18	16	-8	18	9	-14
Rab7 wt GTP bind	93	101	100	101	99	101
RGS8-Gao reg	101	99	102	103	104	102
Rac1 wt modul	98	106	106	101	103	103
Bim-Mcl-1	0	-2	-2	0	-1	3
Rab2 wt GTP	96	105	104	101	99	101
Mcl1-Bid inh	-46	17	-7	-5	-8	-33
Cdc42 wt	95	106	105	102	99	98
Rac1 mut GTP	99	103	101	100	98	98
HRas wt GTP bind	97	104	101	99	98	101

Of the compounds above, 5 have a Cl atom:
6) Cc1nn(CC#N)c(=O)n1-c1ccc(Cl)cc1
9) Cc1ccc(Cl)cc1N1CCN(C(=O)Cc2csc(Nc3nc(=S)[nH]c4ccccc34)n2)CC1
10) Clc1ccccc1-c1nn2c(Cn3cnc4ccccc43)nnc2s1
11) O=C(Nc1ccc(Cl)cc1)N1CCC(c2nc(-c3cccs3)no2)CC1
16) CCOC(=O)c1cc2c(nc1C)-c1cc(Cl)cc(Cl)c1OC2O (stereo not given)

Assay by compound	6	9	10	11	16
Pf gametocyte	1	-5	-2	/	0
Mcl1-Noxa inh	10	-23	-4	3	-3
Rab7 wt GTP bind	103	98	99	98	106
RGS8-Gao reg	100	103	96	103	97
Rac1 wt modul	100	86	100	99	99
Bim-Mcl-1	0	-1	-2	0	-2
Rab2 wt GTP	98	85	98	98	99
Mcl1-Bid inh	-18	-47	9	21	1
Cdc42 wt	100	89	100	98	95
Rac1 mut GTP	97	93	98	96	96
HRas wt GTP bind	99	87	99	97	101
